Source: PubChem (several laboratories)
eIF4E 4G PPI: blocks eIF4E binding to eIF4G | AID 782 | 0.37% of 220,000 active | P63073+Q04637 | inhibition, % at 21.7 µM | TR-FRET eIF4E-eIF4GI(517-606) binding, 2 h;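 active means inhibition above about 30%, limit read from the data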;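 further: 0% = full FRET control wells and 100% = background wells lacking eIF4GI fragment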
NPY-Y1 antag: antagonists of human neuropeptide Y receptor Y1. P25929. HEK293-CNG Y1 cells, membrane potential fluorescence; NPY at EC95, then isoproterenol. inhibition, % at 3.6 µM. 1% of 200,000 active. AID 1040;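 active means inhibition above the campaign mean inhibition of all tested compounds plus 3 SD, cut at about 20% in these data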;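 further: 0% = DMSO wells given NPY plus isoproterenol and 100% = isoproterenol alone without NPY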
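Benchmarks – high control isoproterenol alone, low control NPY with isoproterenol · Material – HEK293 Y1/CNG channel cell line · Times – dye 3 h, compound 60 min room temperature, stimulation 45 min · Probe or stimulus – NPY (25 nM), isoproterenol (1 µM), Ro 20-1724 (25 µM) · Evaluation – % inhibition of NPY effect · Signal – fluorescence, membrane potential probe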
S1P4 antag: blocks the human S1P4 receptor. O95977. S1P4-expressing cells, antagonist mode, reporter read-out. inhibition, % at 4.98 µM. 0.26% of 220,000 active. AID 1510; in the data active means inhibition above about 29%;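 further: 0% = wells stimulated with agonist and 100% = vehicle wells without agonist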
S1P4 ag: activates the human S1P4 receptor; AID 1509; 0.35% of 220,000 active; S1P4-expressing cell line, agonist reporter assay; activation, % at 4.98 µM; in the data active means activation above about 11%;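 further: 0% = DMSO vehicle and 100% = reference agonist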
NPY-Y2 PAM-ag: potentiates or activates human NPY-Y2 receptor | 0.45% of 220,000 active | activation, % at 3.6 µM | P49146 | cells expressing NPY-Y2, potentiator/agonist read-out; in the data active means activation above about 27%;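 further: cells stimulated with NPY near EC25 plus isoproterenol at EC100; 0% = vehicle plus submaximal agonist and 100% = vehicle plus saturating agonist; some results beyond the cut were filed as inactive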
Target sequence (P49146 whole entry, looked up): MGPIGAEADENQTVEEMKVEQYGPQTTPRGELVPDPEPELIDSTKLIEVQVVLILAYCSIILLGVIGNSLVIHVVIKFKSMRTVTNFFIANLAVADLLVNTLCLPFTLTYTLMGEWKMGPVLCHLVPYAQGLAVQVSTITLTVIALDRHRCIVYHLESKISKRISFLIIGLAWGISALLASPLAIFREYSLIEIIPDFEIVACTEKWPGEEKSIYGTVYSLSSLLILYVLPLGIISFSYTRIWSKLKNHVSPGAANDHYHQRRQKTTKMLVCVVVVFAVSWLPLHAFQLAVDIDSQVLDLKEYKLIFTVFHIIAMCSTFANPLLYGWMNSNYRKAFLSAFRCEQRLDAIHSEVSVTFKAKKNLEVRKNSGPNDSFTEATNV
NPY-Y1 PAM-ag: potentiators or agonists of human neuropeptide Y receptor Y1 | P25929 | NPY-Y1 expressing cells, potentiator/agonist activation | activation, % at 3.6 µM | 0.37% of 220,000 active | AID 1304; in the data active means activation above about 33%, passing the limit was not always enough;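 further: cells stimulated with NPY at EC10 then isoproterenol at EC100; 0% = low agonist plus stimulus and 100% = saturating agonist plus stimulus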
EP2 mod: modulates human prostaglandin E2 receptor EP2 signaling | P43116 | EP2-expressing cells, cAMP HTRF FRET, PGE2 co-stimulation | induction, % at 25 µM | 0.83% of 260,000 active | AID 940;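 active means compounds whose cAMP rise, as percent of the full-agonist control response, exceeds 60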;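 further: rat C6 glioma line stably carrying human EP2 under a CMV promoter; the protocol text gives 20 µM as final concentration; 100% = response of wells given 1 µM PGE2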
Target sequence (P43116 whole entry, looked up): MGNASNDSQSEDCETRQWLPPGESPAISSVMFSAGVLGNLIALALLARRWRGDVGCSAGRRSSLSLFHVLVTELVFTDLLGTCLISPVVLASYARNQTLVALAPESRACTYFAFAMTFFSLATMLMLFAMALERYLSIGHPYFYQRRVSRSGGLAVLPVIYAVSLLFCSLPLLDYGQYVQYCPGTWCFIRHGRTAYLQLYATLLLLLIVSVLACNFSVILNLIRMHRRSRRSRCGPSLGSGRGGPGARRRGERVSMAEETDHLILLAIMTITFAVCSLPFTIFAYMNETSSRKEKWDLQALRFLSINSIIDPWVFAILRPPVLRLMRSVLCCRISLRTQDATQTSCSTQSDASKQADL
PGE2 EP2 inh: EP2 receptor (human) inhibition; C6 glioma cells expressing human EP2, cAMP TR-FRET; cells stimulated with saturating PGE2; inhibition, % at 25 µM; P43116; 0.52% of 260,000 active;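 active means percent inhibition above 40 after rounding to a whole number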;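 further: rat C6 glioma host cells with rolipram phosphodiesterase inhibitor present; the protocol text gives 20 µM as final concentration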
p97 inhibitor: human p97 ATPase inhibition; recombinant p97 ATPase, Kinase-Glo ATP luminescence, 3 h; inhibition, % at 8 µM; 0.42% of 220,000 active; AID 1481; in the data active means inhibition above about 15%;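 further: 0% = DMSO vehicle and 100% = wells lacking enzyme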
* marks the source's active call; other numbers are inactive results; . = not tested or not shown; & = joins results of further samples; ! = repeats disagree; [ ] = remark or other dose. A portion of the library; the hit share may differ from the screen's.

Results follow in this order: eIF4E 4G PPI, NPY-Y1 antag, S1P4 antag, S1P4 ag, NPY-Y2 PAM-ag, NPY-Y1 PAM-ag, EP2 mod, PGE2 EP2 inh, p97 inhibitor
1: Cn1c(/C(C#N)=C(\O)CN2CCN(Cc3ccccc3)CC2)nc2ccccc21
    8, 3, -2, 0.5, 11, 7, 26, 5, 2
2: COC(=O)c1ccc(CSc2nnnn2C)o1
    -1[fluorescence artefact?], -1, -21, -1.6, 10, 4, 25, 9, -5
3: Cc1ccc(S(=O)(=O)NCC2CCC(C(=O)NCc3ccccn3)CC2)cc1 (stereo unspecified)
    -2, -1, -5, 1.0, -6, 12, -8, 8, 0
4: O=C(OCn1nnc2ccccc2c1=O)c1ccc(O)cc1
    -3, 5, 4, -1.0, -5, -24, -30, 9, 4
5: COC(=O)/C(C#N)=C/N(C)C
    1, ., -21, 0.9, -4, 22, 18, 3, 5
6: CCOc1ccccc1C(=O)NCCCN1CCN(CCCNC(=O)c2ccccc2OCC)CC1
    3, 0, -15, -0.4, 8, -2, -5, 5, 4
7: CC(C(=O)NC(=O)NCc1ccccc1)N1C(=O)c2ccccc2C1=O (stereo unspecified)
    1, -2, -13, -1.1, -3, -22, 4, 12, 1
8: Cc1cc(/C=C2/C(=N)N3C(c4ccccc4)=CSC3=NC2=O)c(C)n1-c1ccccc1
    -7, -1, -9, 0.5, -8, -8, 24, 8, 8
9: O=C(Nc1cccn2ncnc12)C(Cl)Cl
    5, 4, 0, -3.6, -10, -5, -12, ., 1
10: CC(=O)N(C)c1ccc(NC(=O)c2ccc([N+](=O)[O-])cc2Cl)cc1
    18, -5, -10, 0.3, -9, 3, 13, 8, 2
11: Cc1cc(C=O)c(C)n1-c1cc(C(F)(F)F)ccc1N1CCOCC1
    -2, 9, 4, -0.8, 4, -12, 30, ., -6
12: Cc1ccc(NC(=O)NCC2CCN(Cc3cc(C)ccc3Cl)CC2)c(C)c1
    0, 7, 9, 2.6, -8, 3, 12, 13, 1
13: CN(C)C(CNC(=O)CCOc1ccccc1)c1ccco1 (stereo unspecified)
    4, 5, -17, 1.5, -3, -11, 7, -1, 1
14: CNC(=O)COC(=O)c1cccnc1SC
    2, 2, -7, -3.0, 3, -3, 13, 8, -3
15: COc1ccccc1CNC(=O)C1CCC1
    -2, -3, 3, -2.4, -9, 9, 12, 3, -5
16: O=C(Nc1cccc(Cl)c1)Nc1nccs1
    0&3, -3, 35*!, 2.7&-1.7, 7&8, 24&11, -13&-36, 13, 13&3
17: CCCNC(=O)COC(=O)/C(C#N)=C/c1cc(C)n(CCC)c1C
    0, 5, -2, 0.1, 0, 5, 4, 2, 0
18: CCOc1ccc(-c2nc(CSCC(=O)N3CCN(C(=O)c4ccco4)CC3)c(C)o2)cc1
    -1, 0, 0, -0.6, 0, -2, 9, 7, -6
19: CCN(CC)CCCN(Cc1cc2cc3c(cc2[nH]c1=O)OCO3)C(=S)NCc1ccco1
    0, 1, 1, 1.9, -12, 16, -14, 3, 5
20: CCCCn1c(N)c(NCc2ccccc2)c(=O)[nH]c1=O
    1, 1, -13, 1.6, 7, -21, -50, 1, 1
21: Cc1cc2nc3c(=O)n(C4CCCCC4)c(=O)[nH]c3nc2cc1N
    6[fluorescence artefact?], 6, -1, -1.1, -3, -2, -26, 18, 3
22: CC1(C)CC(=O)C(CC(=O)Nc2ccc(S(N)(=O)=O)cc2)=C(O)C1
    -4, -10, -2, 2.4, -5, 2, 13, 3, 3
23: CC1(C)C/C(=N\NC(=S)Nc2ccccc2F)c2cc(O)ccc2O1
    -1, 1, 13, 0.1, 4, -2, 10, 8, 7
24: Cc1nn(-c2ccccc2)nc1C(=O)NNC(=O)c1cccc2ccccc12
    -3, ., 6, 0.0, -24, -25, -39, 1, 2
25: O=C(/C=C/c1cccc(F)c1)N1CCN(c2ncccn2)CC1
    -1, 3, -1, 0.1, 5, -1, -18, 12, 4
26: Cc1cc(-c2ccccc2)nc(Oc2cccc(C(F)(F)F)c2)c1S(C)(=O)=O
    0, 29*, 7, -0.2, -17, -25, 46, 11, -2
27: NS(=O)(=O)c1ccc(N=Cc2c(O)c3ccccc3oc2=O)cc1
    0, 6, -9, 0.1, -1, 6, 18, 1, 5
28: Cc1ccc(OCCc2csc(N)n2)cc1
    1, 6, -9, 1.1, 8, -16, -18, 22, 2
29: Cc1ccc(Cn2ccc(NC(=O)c3cc(C4CC4)on3)n2)cc1
    8, ., -4, -0.2, -14, -2, -3, 7, -1
30: CS(=O)(=O)N(CCC#N)Cc1ccc(/C=C2\C(=O)Nc3ccccc32)o1
    -5, 3, -5, 1.6, -13, 8, -19, 6, 5

Seven records picked at random from those above:
Results follow in this order: eIF4E 4G PPI, NPY-Y1 antag, S1P4 antag, S1P4 ag, NPY-Y2 PAM-ag, NPY-Y1 PAM-ag, EP2 mod, PGE2 EP2 inh, p97 inhibitor
30: CS(=O)(=O)N(CCC#N)Cc1ccc(/C=C2\C(=O)Nc3ccccc32)o1
    -5, 3, -5, 1.6, -13, 8, -19, 6, 5
25: O=C(/C=C/c1cccc(F)c1)N1CCN(c2ncccn2)CC1
    -1, 3, -1, 0.1, 5, -1, -18, 12, 4
29: Cc1ccc(Cn2ccc(NC(=O)c3cc(C4CC4)on3)n2)cc1
    8, ., -4, -0.2, -14, -2, -3, 7, -1
22: CC1(C)CC(=O)C(CC(=O)Nc2ccc(S(N)(=O)=O)cc2)=C(O)C1
    -4, -10, -2, 2.4, -5, 2, 13, 3, 3
28: Cc1ccc(OCCc2csc(N)n2)cc1
    1, 6, -9, 1.1, 8, -16, -18, 22, 2
27: NS(=O)(=O)c1ccc(N=Cc2c(O)c3ccccc3oc2=O)cc1
    0, 6, -9, 0.1, -1, 6, 18, 1, 5
24: Cc1nn(-c2ccccc2)nc1C(=O)NNC(=O)c1cccc2ccccc12
    -3, ., 6, 0.0, -24, -25, -39, 1, 2

Three entries already listed, ordered by the value under NPY-Y2 PAM-ag, ascending.
cpd	compound	eIF4E 4G PPI	NPY-Y1 antag	S1P4 antag	S1P4 ag	NPY-Y2 PAM-ag	NPY-Y1 PAM-ag	EP2 mod	p97 inhibitor
27	NS(=O)(=O)c1ccc(N=Cc2c(O)c3ccccc3oc2=O)cc1	0	6	-9	0.1	-1	6	18	5
17	CCCNC(=O)COC(=O)/C(C#N)=C/c1cc(C)n(CCC)c1C	0	5	-2	0.1	0	5	4	0
23	CC1(C)C/C(=N\NC(=S)Nc2ccccc2F)c2cc(O)ccc2O1	-1	1	13	0.1	4	-2	10	7

(listing goes on)
Results follow in this order: eIF4E 4G PPI, NPY-Y1 antag, S1P4 antag, S1P4 ag, NPY-Y2 PAM-ag, NPY-Y1 PAM-ag, EP2 mod, PGE2 EP2 inh, p97 inhibitor
31: CCCCN(CCCC)S(=O)(=O)c1ccc(SCC(=O)OCC)c([N+](=O)[O-])c1
    6, -2, -3, 2.0, 8, 12, 35, -1, -4
32: Cc1ccc(N2CCN(/N=C/c3ccccc3)CC2)cc1
    -1, 6, -16, 0.5, -12, -25, 3, 8, 1
33: N#Cc1ccc(N=c2ssnc2Cl)cc1
    26[fluorescence artefact?], 0, -12, -0.3, 1, 26, -29, 147*, -5
34: CN1C(=O)CC(N2CCN(CCN=CC3=C(O)CC(C)(C)CC3=O)CC2)C1=O (stereo unspecified)
    -2[fluorescence artefact?], 7, -10, -0.8, -17, -7, 1, 7, -2
35: COc1ccc(OCC2CNC(=O)O2)cc1 (stereo unspecified)
    -1, -5, 9, -1.0, 7, -3, 1, 6, -6
36: COC(=O)c1[nH]c2cccc(OC)c2c1NC(=O)CN1CC2(C)CC1CC(C)(C)C2 (stereo unspecified)
    -20[fluorescence artefact?], -3, -14, 2.6, -12, -26, -3, -5, 3
37: CCOC(=O)c1[nH]c2ccc(F)cc2c1NC(=O)C1=COCCO1
    -8, -1, 3, -1.0, 14, -2, 31, 14, 0
38: CC(=O)NC(Cc1cccc(F)c1)C(=O)NC1CCN(C(=O)c2cccc(C)c2)CC1 (stereo unspecified)
    -2, 0, -3, 1.4, 1, 7, -13, 7, 5
39: CC1CCCCN1S(=O)(=O)c1ccc(C(=O)Nc2sccc2C(N)=O)cc1 (stereo unspecified)
    4, 1, -10, 1.3, -7, 8, -10, 20, 3
40: C#Cc1ccc([C@@H]2C=C(C(=O)OCC=C)O[C@H](OCC)[C@H]2CCCO)cc1
    6, 0, 9, 0.1, -12, 8, 19, ., 2
41: Cc1ccc2c(NC(=O)C3CC3)c(C)ccc2n1
    -11[fluorescence artefact?], 0, -6, 1.6, -15, 1, 5, 5, -5
42: COc1cccc(C(O)Cc2nc3ccccc3n2C)c1OC (stereo unspecified)
    0, -4, -13, -0.6, 3, -6, 3, 11, 2
43: Cn1cccc1Cc1nnc(SCC(=O)NC2CCCCC2)n1-c1ccc(F)cc1
    -4, -1, -14, 0.1, -7, -3, -10, 4, -3
44: COCCn1nnnc1C(c1cccc(OC)c1OC)N1CCN(C2CCCCC2)CC1 (stereo unspecified)
    5, 0, -11, -0.4, -6, 8, 8, 6, 4
45: CC(=O)c1cccc(NC(=O)N2C3CCC2CC(O)(c2cccnc2)C3)c1 (stereo unspecified)
    2[fluorescence artefact?], 8, -4, -0.7, 4, 2, -17, 6, 3

Values by screen from the list:
Nos. 16–20 in eIF4E 4G PPI: 0&3, 0, -1, 0, 1
Nos. 16–20 in NPY-Y2 PAM-ag: 7&8, 0, 0, -12, 7
Nos. 16–20 in S1P4 antag: 35*!, -2, 0, 1, -13

Next compounds:
Results follow in this order: eIF4E 4G PPI, NPY-Y1 antag, S1P4 antag, S1P4 ag, NPY-Y2 PAM-ag, NPY-Y1 PAM-ag, EP2 mod, PGE2 EP2 inh, p97 inhibitor
46: CCOP(=O)(OCC)C(Nc1ccccc1)c1ccccc1C(F)(F)F (stereo unspecified)
    7, ., -12, 0.9, 0, 10, 48, 10, 2
47: COc1ccc(-c2nc3ccccc3c(=O)n2CCOc2cccc(C)c2C)cc1
    -2, 5, -8, 2.0, 7, -4, 14, 6, -2
48: N#CCC(=O)N/N=C/c1ccc(OCC(=O)Nc2ccc(F)cc2)cc1
    -1, -2, -8, 0.5, 3, 15, -20, 6, 5
49: O=c1cc(-c2ccccc2Cl)oc2c(NS(=O)(=O)c3cc(Cl)cc(Cl)c3O)ccc(O)c12
    15, -5, 5, 0.5, 41*, 56*, 8, 45*, 4
50: CCc1nc(C#N)c(N2CCCCC2)o1
    -1, 2, -10, -0.3, 12, 21, 24, 10, 4
51: COc1ccc2c(c1)c1ncn(CCN3CCCC3)c(=O)c1n2C
    5, 5, 5, -2.6, -6, -11, -7, 4, -7
52: COc1ccc(NC(=O)N2CCc3ccccc32)cc1
    7, 4, -2, 1.0, -8, 10, -39, 10, -12
53: COc1ccc(Cn2c(-c3ccc(C)cc3)c[n+]3ccccc23)cc1
    0[fluorescence artefact?], 3, -17, 0.5, 6, 7, 1, 3, 2
